# E-sel TNF inh – E-selectin induction blockers in HUVEC – imaging, immunofluorescence, high content, primary screen. HUVEC TNFa-induced E-selectin immunofluorescence. inhibition, % at 2 µM. 120,000 tested, 0.71% active. AID 1246, 2008;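 active = inhibition above the batch mean plus 3 SD, and confirmed as a hit on visual image review, cut at about 43% in these data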;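 also: 0% = TNF-stimulated DMSO wells and 100% = unstimulated control wells; not every result past the cut was called active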
# HCT116 PTEN-null – growth suppression of PTEN-null HCT116, primary screen, cell-based, CellTiter-Glo. 140,000 tested, 1.2% active. viability, % at 10 µM. HCT116 PTEN-null viability, 60 h; hits give low values. AID 827, 2007;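 active = viability at or below a set limit, 4 SD under the median of all tested compounds, cut at about 3.7% in these data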;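 also: PTEN knockout HCT116 line with beta catenin targeted HCT116 as companion control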
# NPY Y2 blocker – NPY-Y2 receptor antagonists, primary screen, cell-based | Neuropeptide Y receptor type 2 (Homo sapiens), P49146 | NPY-Y2 expressing cells, antagonist mode | inhibition, % at 2.7 µM | 140,000 tested, 0.99% active; in the data active = inhibition above about 17%;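 also: 0% = vehicle with agonist challenge and 100% = reference antagonist with challenge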
# Target sequence (P49146 whole entry, looked up): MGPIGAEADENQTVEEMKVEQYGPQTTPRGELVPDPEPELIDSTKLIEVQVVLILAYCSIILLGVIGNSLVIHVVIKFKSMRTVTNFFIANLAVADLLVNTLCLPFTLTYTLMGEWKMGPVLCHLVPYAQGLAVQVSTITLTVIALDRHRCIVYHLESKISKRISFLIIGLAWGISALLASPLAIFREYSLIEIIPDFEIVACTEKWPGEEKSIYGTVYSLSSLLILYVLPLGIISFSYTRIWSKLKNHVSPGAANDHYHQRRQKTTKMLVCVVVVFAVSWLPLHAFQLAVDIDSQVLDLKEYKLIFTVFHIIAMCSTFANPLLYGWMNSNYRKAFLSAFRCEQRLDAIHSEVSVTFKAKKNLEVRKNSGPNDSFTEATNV
# GALR2 blocker – GALR2 antagonists in receptor-expressing cells, primary screen; 140,000 tested, 0.39% active; inhibition, % at 4 µM; antagonist mode; AID 828, 2007; Galanin receptor type 2 (Homo sapiens), O43603; in the data active = inhibition above about 27%;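 also: cells stimulated with galanin 1-16 at roughly its EC80; 0% = agonist challenge control and 100% = basal control without agonist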
# Target sequence (O43603 whole entry, looked up): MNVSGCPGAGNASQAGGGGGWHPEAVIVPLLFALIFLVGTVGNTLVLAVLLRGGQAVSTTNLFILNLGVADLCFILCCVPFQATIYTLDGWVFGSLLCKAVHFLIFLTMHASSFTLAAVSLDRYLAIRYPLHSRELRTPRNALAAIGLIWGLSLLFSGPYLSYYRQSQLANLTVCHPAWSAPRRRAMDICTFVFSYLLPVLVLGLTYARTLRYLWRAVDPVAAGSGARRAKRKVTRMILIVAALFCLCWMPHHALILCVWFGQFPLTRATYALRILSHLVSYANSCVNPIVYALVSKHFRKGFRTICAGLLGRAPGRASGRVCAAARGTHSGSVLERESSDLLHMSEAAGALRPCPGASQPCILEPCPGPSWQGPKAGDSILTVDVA
# MRP-1 activ – H69AR viability gain despite doxorubicin, primary screen, MRP-1 activator project, H69AR cells, CellTiter-Glo. viability rescue. viability increase, % at 10 µM. 140,000 tested, 0.61% active. AID 799, 2007;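 active = viability gain under doxorubicin at or above a set limit, the compound median plus 3 SD, cut at about 4.7% in these data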;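 also: MRP-1 overexpressing cells given doxorubicin 25 µM after compound pretreatment; 18-22 h compound pretreatment then 72 h with doxorubicin before readout; 0% = doxorubicin-only wells and 100% = vehicle-treated cells without doxorubicin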
# Phagocyt inh – inhibitors of macrophage phagocytosis, primary screen, imaging, J774A.1 cells, IgG beads | AID 1029, 2008 | inhibition, % at 5 µM | J774A.1 macrophage IgG-bead phagocytosis | 110,000 tested, 0.07% active;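 active = inhibition above the mean of the plate negative controls plus 5 SD, cut at about 13% in these data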;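 also: phagocytic index as fraction of beads internalized from green versus red external bead signal; plate controls were DMSO negative control for no effect and cytochalasin-D positive control for full effect; some results beyond the cut were filed as inactive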
# Measles CPE – compounds protecting cells from measles virus cytopathic effect, primary screen, measles RdRp inhibitor project, single point, MLSMR library, absorbance; Measles virus-infected cells, CPE protection; AID 841, 2007; 140,000 tested, 1.5% active; protection (pct of control), % at 4 µM; in the data active = protection mostly above about 24%, no sharp cut-off; inactive = mostly below about 26%; also: some compounds called inactive have numbers as strong as hits
# Yeast growth inh – growth inhibitors of yeast BB579 in restrictive medium, primary screen, yeast lifespan-shortening project, S. cerevisiae; inhibition, % at 10 µM; OD615, 48 h; 140,000 tested, 0.51% active;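 active = inhibition above a set limit, 3 SD over the mean compound inhibition, cut at about 44% in these data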; also: inactives centre near -24
#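 System: Saccharomyces cerevisiae DeaD strain BB579, replicative lifespan model yeast | Buffer or medium: Restrictive glucose-based CSMM-D medium | Times: 4 h preincubation and 48 h exposure at 30 °C | Detection: OD615 turbidity measurement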
# HCT116 bCat-KO – primary screen for growth suppressors in beta-catenin knockout HCT116 cells (colon tumor, human); HCT116 beta-catenin knockout viability, CellTiter-Glo, 60 h; hits give low values; viability, % at 10 µM; AID 818, 2007; 140,000 tested, 1.5% active;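 active = viability at or under a set limit, the compound median less 4 SD, cut at about 6% in these data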;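 also: 0% = Hyamine 1622 control at 20 µM and 100% = untreated cell control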
# Yeast lifespan up – compounds extending yeast replicative lifespan, primary screen, S. cerevisiae, OD615; S. cerevisiae growth with nicotinamide; deaD strain in restrictive glucose medium; AID 775, 2007; inhibition of the nicotinamide effect, % at 10 µM; 130,000 tested, 0.68% active;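 active = inhibition above a set limit, placed 3 SD over the median of all compounds, cut at about 26% in these data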;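 also: 0% = nicotinamide-treated wells and 100% = cells grown without nicotinamide; some compounds called inactive have numbers as strong as hits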
#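 System: Modified budding yeast, DeaD strain | Buffer or medium: Restrictive glucose medium | Also added: 1.5 mM nicotinamide | Doses: 10 µM single point, 0.25% DMSO | Schedule: 48 h compound exposure at 30 °C, humidified | Detection: Absorbance at 615 nm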
# Active calls of the source: *; nt = no result given.
SMILES,E-sel TNF inh,HCT116 PTEN-null,NPY Y2 blocker,GALR2 blocker,MRP-1 activ,Phagocyt inh,Measles CPE,Yeast growth inh,HCT116 bCat-KO,Yeast lifespan up
CC(=O)Nc1c(C(=O)N2CCCCCC2)cnn1-c1ccccc1Cl,26,106,4,9,1.2,nt,7,-2,92,nt
CCNc1nc(N2CCOCC2)nc(N(c2ccccc2)c2ccccc2)n1,-42,101,1,-8,-1.2,0,21,-30,99,-5
CCCNC(=O)Cn1c(=O)cnc2ccccc21,20,107,2,-4,-1.6,-3,20,0,97,-6
Cc1ccccc1C(=O)NC(=S)Nc1ccc(Cc2ccncc2)cc1,-13,96,1,9,-2.4,-4,7,-21,93,4
Cn1ncc(N=Cc2ccccc2O)c1C(=O)N1CCOCC1,nt,110,-1,3,-0.4,-1,11,-18,99,-2
COc1ccc(-c2ccc(OC)cc2C(=O)O)cc1,16,87,0,7,-0.8,2,9,-10,91,16
CC1(C)Cn2c(nnc2-c2cccc(O)c2)S1,nt,100,2,-2,0.6,-2,9,-7,101,-11
CCS(=O)(=O)N1CCN(S(=O)(=O)c2ccc(F)cc2)CC1,8,107,3,-10,-0.5,nt,18,-4,99,-8
COc1ccc(CCNC(=O)CCc2ccc(S(=O)(=O)NC(C)C)cc2)cc1OC,-17,92,4,-1,-1.4,-3,15,-29,95,3
CCOC(=O)N1CCN(C(=O)c2cccc(NS(=O)(=O)c3ccc(F)c(F)c3)c2)CC1,-3,98,2,-5,-2.7,-5,13,-44,90,4
COCCCNC(=O)Cn1nnc(-c2ccc(NC(=O)c3ccccc3OC)cc2)n1,nt,109,0,10,2.6,0,5,-15,106,-2
O=C1Nc2ccccc2SC(c2ccccc2)C1O (centres undefined),12,103,4,7,-1.0,0,13,-82,98,-3

# Arranged by formula weight (falling): some entries from above.
SMILES,E-sel TNF inh,HCT116 PTEN-null,NPY Y2 blocker,GALR2 blocker,MRP-1 activ,Phagocyt inh,Measles CPE,Yeast growth inh,HCT116 bCat-KO,Yeast lifespan up
COc1ccc(-c2ccc(OC)cc2C(=O)O)cc1,16,87,0,7,-0.8,2,9,-10,91,16
CC1(C)Cn2c(nnc2-c2cccc(O)c2)S1,nt,100,2,-2,0.6,-2,9,-7,101,-11
CCCNC(=O)Cn1c(=O)cnc2ccccc21,20,107,2,-4,-1.6,-3,20,0,97,-6

# Remaining list, next part.
SMILES,E-sel TNF inh,HCT116 PTEN-null,NPY Y2 blocker,GALR2 blocker,MRP-1 activ,Phagocyt inh,Measles CPE,Yeast growth inh,HCT116 bCat-KO,Yeast lifespan up
CCOC(=O)C1CCCN(Cc2ccccc2Cl)C1 (centres undefined),-1,96,2,-11,-1.1,0,32,-33,106,-8
Cc1ccc(S(=O)(=O)N2CCOCC2)cc1C(=O)NCc1ccc(F)cc1,19,92,0,4,-0.3,nt,13,-24,98,-11
O=C(CSc1ncccn1)c1ccccc1Br,12,101,-1,0,-0.6,0,25,-56,97,-10
CCOC(=O)c1c(C)c(C)n(Cc2cccc(OC)c2OC)c1C,-17,62,4,-5,-2.2,-3,4,-30,61,-3
COc1ccc(Cl)cc1C(=O)Nc1ccc(S(=O)(=O)N2CCCC2)cc1,9,107,6,-18,-1.9,2,5,-58,106,16
Clc1cccc(-c2cc3nc4c(c(NCc5ccco5)n3n2)CCCC4)c1,-45,68,0,-4,1.2,-3,5,-2,78,-12
CCn1c(/C=N/n2cnnc2)nc2ccccc21,nt,82,1,-2,-2.0,-1,22,-22,86,0
CCOC(=O)c1ccc(NC(=O)CCc2ccc(C)o2)cc1,50,83,1,5,-1.9,nt,8,-38,82,-25
Cn1c(SCC(=O)c2ccc(F)cc2)nc2cccnc21,-19,96,3,5,-1.9,-1,18,-6,104,-12
CCCC(C)C(=O)Nc1ccc(Cl)cc1Cl (centres undefined),8,95,8,-38,1.2,0,16,-8,90,-14
CCOC(=O)C1=C(C)NC(=O)CC1c1cc2c(cc1Br)OCO2 (centres undefined),-11,67,3,10,-1.2,0,4,-18,69,-6
Cc1ccc2cc(C(c3nnnn3C3CCCC3)N(Cc3cccnc3)Cc3ccco3)c(=O)[nH]c2c1 (centres undefined),44,63,4,8,-4.2,4,23,-9,58,-3
COc1ccc(S(=O)(=O)N2CCCN(CC(=O)Nc3ccc(OC)c(Cl)c3)CC2)cc1,4,93,18*,4,-5.9,nt,37,-50,97,-36
COC(=O)c1ccc(Cn2cc(Cl)cn2)cc1,11,92,1,5,0.5,-1,6,21,86,-10
CCC(c1nnnn1Cc1ccc2c(c1)OCO2)N1CCN(c2ccccc2)CC1 (centres undefined),nt,82,18*,-18,-3.5,1,9,-32,79,12
O=C(Nc1ccc2nc(-c3ccco3)[nH]c2c1)c1ccco1,6,89,-1,-5,-2.3,0,31,-23,85,-3
COC(=O)[C@@H]1C[C@H]1[C@@H](NC(=O)c1ccccc1)c1ccccc1,nt,75,1,9,-1.9,nt,4,-6,78,-2
O=S(=O)(c1ccccc1)N1CCCC1c1nc2ccccc2s1 (centres undefined),49,74,3,5,-1.2,nt,24,-53,54,1
O=C(COC(=O)Cc1ccccc1[N+](=O)[O-])NCc1ccc(F)cc1,-4,90,1,-9,1.1,-6,15,-20,85,-5
CC(C)CC(=O)Nc1ccccc1N1CCOCC1,-1,107,-1,3,0.3,-1,10,-66,106,-5
O=C(CCN1CCc2ccccc2C1)Nc1ccccc1,nt,74,0,15,-2.0,0,22,-12,71,-7
Cc1cccc2sc(N(CCN(C)C)C(=O)/C=C/c3cccs3)nc12,9,33,1,-5,-5.2,-6,4,-21,33,-7
COc1ccc(-n2ncc3c(N4CCN(c5cc(C)ccc5C)CC4)ncnc32)cc1,6,67,1,-5,-2.0,0,23,-22,62,-10
COc1ccccc1NC(=S)NNC(=S)Nc1ccc(OC(F)F)cc1,nt,82,4,0,-0.1,-4,7,-3,88,-7
COc1ccccc1NC(=O)CCSCCC(=O)Nc1ccccc1OC,nt,95,0,8,-2.5,0,9,-34,95,0
CCOC(=O)C1=C(CC)OC(N)=C(C#N)C1c1ccc(OC)c(C)c1OC (centres undefined),37,87,5,-10,-3.2,-3,3,-31,85,-1
Cc1ccc(SCCNC(=S)Nc2cc(C)cc(C)c2)cc1,6,nt,7,-6,-2.1,-1,27,9,101,-11
CCC(=O)Nc1ccc(Cl)c(NC(=S)NC(=O)c2cc3ccccc3o2)c1,nt,83,2,9,-3.7,-4,5,-11,86,-3
Cc1ccn(C(=O)c2cc3ccccc3oc2=O)n1,-8,99,0,4,0.1,0,7,14,88,-14
FC(F)(F)c1cnc2c(-c3ccc(Cl)cc3Cl)noc2c1,-7,93,7,-3,1.0,1,1,-10,82,-10
CCc1c(C(=O)Nc2ncn(Cc3cccc(C)c3)n2)csc1C,9,86,0,1,-0.3,nt,12,-32,88,0
Cc1cc(NC(=O)CSc2nc(C(C)C)nc3c2c(=O)n(C)c(=O)n3C)no1,3,85,1,6,-1.1,-1,8,-18,82,-3
Nc1nc2n(n1)C(c1ccc(Cl)cc1)CC(c1ccc(F)cc1)N2 (centres undefined),3,92,2,10,2.9,-1,6,-15,90,2
Cc1ccccc1C(=O)Nc1ccc(S(=O)(=O)N2CCN(C)CC2)cc1,-55,104,2,4,-0.7,nt,5,-56,109,1
O=C(NC1(C(F)(F)F)C(=O)Nc2c1c(=O)[nH]c(=O)n2Cc1ccccc1)c1ccco1 (centres undefined),4,92,-2,11,-0.4,nt,5,-24,90,0
Fc1cccc(CSc2ccc(-c3ccc4c(c3)OCO4)nn2)c1,-12,83,19*,-13,-0.6,-4,16,-22,91,-3

# Record cards (already shown). Screens in order: E-sel TNF inh, HCT116 PTEN-null, NPY Y2 blocker, GALR2 blocker, MRP-1 activ, Phagocyt inh, Measles CPE, Yeast growth inh, HCT116 bCat-KO, Yeast lifespan up
# Record of CCOC(=O)c1c(C)c(C)n(Cc2cccc(OC)c2OC)c1C : -17, 62, 4, -5, -2.2, -3, 4, -30, 61, -3
# Record of Cn1c(SCC(=O)c2ccc(F)cc2)nc2cccnc21 : -19, 96, 3, 5, -1.9, -1, 18, -6, 104, -12
# Record of O=C(NC1(C(F)(F)F)C(=O)Nc2c1c(=O)[nH]c(=O)n2Cc1ccccc1)c1ccco1 (centres undefined) : 4, 92, -2, 11, -0.4, nt, 5, -24, 90, 0
# Record of COc1ccccc1NC(=S)NNC(=S)Nc1ccc(OC(F)F)cc1 : nt, 82, 4, 0, -0.1, -4, 7, -3, 88, -7

# Further compounds follow.
SMILES,E-sel TNF inh,HCT116 PTEN-null,NPY Y2 blocker,GALR2 blocker,MRP-1 activ,Phagocyt inh,Measles CPE,Yeast growth inh,HCT116 bCat-KO,Yeast lifespan up
COC(=O)c1cc2occc2n1Cc1nc(-c2ccccc2C)oc1C,12,65,11,9,-2.1,nt,13,-36,53,8
COc1ccc(OC2C(=O)N(c3ccc(F)cc3)C2c2ccc(OC)c(OC)c2)cc1 (centres undefined),3,69,11,-16,-2.5,nt,6,-42,71,-13
COc1ccc(S(=O)(=O)Cc2ccc(C(=O)NCc3cccnc3)o2)cc1,nt,83,2,4,-3.5,nt,2,-10,86,-8
O=C1N=C(N2CCOCC2)S/C1=C/c1ccc(-c2ccccc2Cl)o1,-43,73,2,1,-2.2,-1,4,-61,79,-16
C/C(CC(=O)Nc1ccccn1)=N\NC(=O)C(=O)Nc1cccc(C)c1,-22,89,1,0,-1.6,nt,4,-13,96,-18
COc1ccc(/C=N/N=C2\SC(CC(=O)O)C(=O)N2c2ccccc2)c(OC)c1 (centres undefined),nt,91,3,-24,-1.3,-3,8,-25,91,0
O=C(O)C(=O)Cc1c[nH]c2ccccc12,nt,89,3,19,-2.2,nt,16,-20,85,-8
O=C(Nc1nnc(CSCc2ccc(F)cc2)s1)c1cccc([N+](=O)[O-])c1,nt,69,4,-10,-0.9,-6,37,-34,70,0
Oc1ccc(-c2nnc(-c3ccc(O)cc3)nn2)cc1,-14,86,0,1,-1.6,-2,12,-34,78,-14
Cc1cc(C(=O)Nc2ncn[nH]2)ccc1[N+](=O)[O-],nt,98,0,5,1.8,-5,6,-3,97,4

# Source: PubChem BioAssay
